High-throughput results: PubChem BioAssay, Broad Institute
F508del corr = correctors of CFTR F508del function in bronchial epithelial cells; CFBE cells, YFP halide quenching; stimulated with forskolin plus potentiator P3; % fluorescence drop versus neutral controls; activity (quench increase), % at 7.58 µM; 350,000 tested, 0.36% active; AID 720511;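 active = mean added fluorescence quench of at least 8% versus neutral control, with both replicates also reaching 8%; inconclusive = only one of the mean or replicate conditions met; inactive = mean below 8% and not both replicates reaching 8%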;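 also: cells transiently co-express mutant CFTR-F508del with the halide-sensitive YFP; corrector assay measuring rescue of mutant channel to the surface after 24 h compound exposure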
GSIS activator = GLuc luminescence reporter in INS-1E cells, primary screen for activators of glucose-dependent secretion of insulin; activation, % at 16.6 µM; INS-1E GLuc reporter insulin secretion, 2-3 h; 370,000 tested, 0.61% active; AID 743287;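 active = lowest replicate activation of at least 40%, so every replicate reaches that level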;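 also: 0% = median of neutral control wells and 100% = median of IBMX positive control wells; some compounds called inactive have numbers as strong as hits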
miR122 inh = blocks miR-122 activity in Huh7 sensor cells; Huh7 miR-122 Renilla luciferase sensor, 48 h; neutral wells = 0, positive control = 100; activation (reporter increase), % at 12.5 µM; 340,000 tested, 0.3% active;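 active = mean replicate activation score at least 90 and every replicate individually at or above 90; inconclusive = only one of the two criteria met; inactive = neither criterion met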;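 also: higher luciferase means less miR-122 activity so hits act as miR-122 inhibitors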
Cneo AK release = Cryptococcus neoformans lysis via adenylate kinase release; C. neoformans lysis, adenylate kinase release luminescence, 4 h; normalised: neutral wells 0, clomiphene wells 100; lysis activity, % at 15 µM; 360,000 tested, 0.2% active;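 active = mean lysis activity across replicates of at least 80%, whatever share of replicates individually reach that level; inactive = mean lysis activity below 80%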
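Test system: log-phase Cryptococcus neoformans yeast cells. Input: 5 × 10^6 yeast cells/mL. Medium: fresh YPD growth medium. Doses: single dose. Incubation: static 4 h at 37 °C with compound, 1 h detection. Measured by: luminescent adenylate kinase detection reagent. Read-out: signal increase indicating cell lysis. Benchmarks: Clomiphene.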
PGC1a acetyl inh = PGC1a acetylation modulation, inhibitor mode; inhibition, % at 15.6 µM; U2OS PGC1a acetylation, AlphaScreen anti-acetyl-lysine; with virally co-expressed GCN5 acetyltransferase; 350,000 tested, 0.17% active;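 active = every replicate shows inhibition of at least 40%; inconclusive = mean inhibition at least 40% but some replicate below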;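 also: 0% = neutral control wells and 100% = positive control wells; some results beyond the cut were filed as inactive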
PglD DTNB = inhibitors of Campylobacter jejuni PglD acetyltransferase; purified PglD enzyme, DTNB colorimetric CoA detection; inhibition, % at 12.5 µM; 360,000 tested, 0.098% active; AID 602405; in the data active = inhibition above about 16%, passing the limit was not always enough; inconclusive = no clear call, values can overlap the other calls; also: strong numbers were not always called active
FN deposition inh = fibronectin deposition inhibition. AH1F fibroblasts, Alexa488-fibronectin deposition fluorescence, overnight. inhibition, % at 12.6 µM. 350,000 tested, 0.086% active. AID 743247;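 active = mean inhibition across replicates of 30% or more, regardless of how many single replicates reach that level; inconclusive = mean under 30% yet at least half of replicates reach 30%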;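 also: positive control wells lacked labelled fibronectin entirely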
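Material: AH1F fibroblast monolayer depositing Alexa488-labelled fibronectin into matrix | Input: 10000 AH1F cells/well | Medium: DMEM plus 2% serum, read in PBS | Reagent: Alexa488-fibronectin, 24 nM final in well | Compound dosing: One dose per compound, pinned | Schedule: 1 h adhesion, overnight exposure | Measured by: Fluorescence at 485 nm excitation, 525 nm emission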
Statin myotox sup = suppression of simvastatin myotoxicity | C2C12 myotubes + simvastatin, ATP luminescence, 48 h; scaled: DMSO 0, geranylgeraniol control 100 | rescue of ATP level, % at 7.49 µM | 330,000 tested, 0.78% active;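 active = mean ATP rescue above about 67%, or every replicate alone reaching that limit, limit read from the data, passing the limit was not always enough; inconclusive = no clear call, values can overlap the other calls; inactive = mean under the limit and some replicate under it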;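 also: myotubes were challenged with 10 µM simvastatin during compound exposure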
* hit, by the source's call; ? = inconclusive; nt = no result given; & = joins results of further samples; [ ] = dose if it differs, or a comment.

1	COc1cccc(NC(=O)Cn2c(=O)n(C)c(=O)c3sc4c(c32)COC(C)(C)C4)c1
2	Cc1ccc(Cl)cc1N1CCN(c2cccc[n+]2C)CC1
3	O=C(Nc1ccccc1)C1=C[C@@H](C2CCCCC2)C[C@@H](OCCCCO)O1
4	O=C(C[C@@H]1CC[C@H](NC(=O)C2CC2)[C@H](CO)O1)NCc1ccncc1
5	CCN(CC)C(=O)COc1coc(CN2CCN(c3cccc(Cl)c3)CC2)cc1=O
6	O=C1CC(c2ccccc2Cl)C2=C(COC2=O)N1 (stereo not drawn)
7	C#CCNC(=O)C1=C[C@H](C2CCCCC2)C[C@H](OCc2ccc(CO)cc2)O1
8	COc1c([N+](=O)[O-])c(=O)oc2ccccc12
Assay by compound	1	2	3	4	5	6	7	8
F508del corr	0.3	nt	5.2	-1.0	3.2	nt	2.9&-1.3	2.4
GSIS activator	-5	11	5	-5	0	nt	-7	-2
miR122 inh	-6	-4	nt	nt	-1	-5	8	-2
Cneo AK release	0	8	-3	-2	7	-9	-3&-3	0
PGC1a acetyl inh	-3	nt	nt	5	6	3	1&-5	nt
PglD DTNB	0	4	nt	0	4	4	4	3
FN deposition inh	9	-4	-34	2	-15	-52	-6	0
Statin myotox sup	136*	-122	3	-7	?	-2	4	nt

9	C[C@H]1CN([C@@H](C)CO)C(=O)c2cc(NC(=O)C3CCCCC3)ccc2O[C@H]1CN(C)S(=O)(=O)c1cn(C)cn1
10	O=C(Nc1cc(F)ccc1F)N1C[C@@H]2[C@H](c3ccccc31)[C@H](CO)N2C(=O)c1ccccc1
11	CC(NC(=O)CCc1nnc(Cc2cccc(C(F)(F)F)c2)o1)C1CC1 (stereo not drawn)
12	O=C(O)C1CC=CCC1C(=O)NCc1ccc(Cl)c(Cl)c1 (stereo not drawn)
13	O=C(c1cn(-c2ccccc2)nc1-c1ccc(Br)cc1)N1CCOCC1
14	C[C@H]1CN([C@@H](C)CO)C(=O)c2cccc(NC(=O)c3nc4ccccc4s3)c2O[C@@H]1CN(C)C(=O)Nc1cccc2ccccc12
15	Cc1ccc(NC(=O)c2cnn(-c3ccccc3)c2NC(=O)c2ccco2)cc1C
16	Cc1ncsc1CCOC(=O)c1ccc(N2CCOCC2)c([N+](=O)[O-])c1
Assay by compound	9	10	11	12	13	14	15	16
F508del corr	0.8	-1.2	-2.4	1.0	nt	-4.0	nt	-2.4
GSIS activator	17	8	-15	-24	-8	15	nt	21
miR122 inh	-2[16.7 µM]	17[16.7 µM]	14	-4	0	-9[16.7 µM]	0	-15
Cneo AK release	-1	-3	-1	3	-3	-2	0	nt
PGC1a acetyl inh	3	0	-5	-1	-5	6	0	nt
PglD DTNB	2	3	0	-1	11	2	3	nt
FN deposition inh	8	nt	nt	-6	3	8	nt	0
Statin myotox sup	4	2	6	0	5	47	-53	nt

17	CNC(=S)NNc1nc(N2CCOCC2)nc(N2CCOCC2)n1
18	CC(C)(C)[C@H]1COC(=O)CC/C=C\C[C@@H](CC(=O)N(CCO)Cc2ccccc2)C(=O)N1
19	CC[C@@H]1CC2=C(C(=O)OC(C)(C)O2)[C@H](c2ccc(F)cc2)O1
20	COc1ccc(/C=C/c2noc(-c3ccccc3O)n2)cc1
21	CO[C@@H]1CN(C)C(=O)c2ccc(NC(=O)Nc3cccc(Cl)c3)cc2OC[C@@H](C)N(C(=O)Nc2c(C)noc2C)C[C@H]1C
22	COc1cc(OC)nc(NC(=O)C(C)C)n1
23	O=C(COC(=O)C1CCN(S(=O)(=O)c2c(Cl)cccc2Cl)CC1)NCc1ccco1
24	C[C@@H]1CCCCO[C@@H](CN(C)S(=O)(=O)c2cccs2)[C@H](C)CN([C@@H](C)CO)C(=O)c2cc(NC(=O)Nc3ccc(F)cc3)ccc2O1
Assay by compound	17	18	19	20	21	22	23	24
F508del corr	2.1	2.8	1.0	nt	1.7	-3.7	1.3	0.2
GSIS activator	-13	nt	45*	33	3	0	-20	13
miR122 inh	0	1	3	-2	1[16.7 µM]	-7	2	-8[16.7 µM]
Cneo AK release	2	1	0	-10	-1	0	1	-3
PGC1a acetyl inh	-8	nt	-5	nt	nt	-5	-23	1
PglD DTNB	-11	-4	-4	9	0	0	0	-6
FN deposition inh	16	5	nt	-3	-3	-2	-2	nt
Statin myotox sup	-4	3	5	nt	20	5	-1	84*

25	O=C(CSc1ncnc2c1cnn2-c1ccccc1Cl)N1CCN(C(=O)c2ccco2)CC1
26	CC(C)(C)c1ccc(C(O)c2ncc(-c3ccc(F)cc3)[nH]2)cc1 (stereo not drawn)
27	CC(C)N(C(=O)Cn1c(SCC(=O)NC2CC2)nc2ccccc21)C(C)C
28	CN(C)CC(=O)Nc1ccc2c(c1)[C@@H]1C[C@H](CC(=O)N3CCc4ccccc4C3)O[C@H](CO)[C@@H]1O2
29	COc1ccccc1NC(=O)c1coc(=O)c(Br)c1
30	Cc1cc(C)cc(N(CC(=O)NCc2ccco2)S(=O)(=O)c2c(C)noc2C)c1
31	COc1ccc(C(C)=O)cc1CN1C(=O)C(C)ON=C1c1ncccc1C (stereo not drawn)
32	Cc1cccc(NC(=S)NC23CN4CN(CN(C4)C2)C3)c1
Assay by compound	25	26	27	28	29	30	31	32
F508del corr	nt	1.1	0.5	-0.5	1.4	-3.5	0.7	-1.1
GSIS activator	-7	nt	0	-2	0	-9	9	8
miR122 inh	0	4	-4	2[16.7 µM]	-6	13	nt	nt
Cneo AK release	-1	7	3	0	0	0	0	nt
PGC1a acetyl inh	41	nt	nt	-1	0	5	nt	5
PglD DTNB	1	1	-5	-2	1	-7	-9	nt
FN deposition inh	nt	5	-2	8	3	-4	3	1
Statin myotox sup	27	-3	-2	-4	7	-1	9	nt

Compound profiles, as listed above. Order of screens: F508del corr	GSIS activator	miR122 inh	Cneo AK release	PGC1a acetyl inh	PglD DTNB	FN deposition inh	Statin myotox sup
CC(C)(C)c1ccc(C(O)c2ncc(-c3ccc(F)cc3)[nH]2)cc1 (stereo not drawn) reads 1.1	nt	4	7	nt	1	5	-3
COc1ccc(C(C)=O)cc1CN1C(=O)C(C)ON=C1c1ncccc1C (stereo not drawn) reads 0.7	9	nt	0	nt	-9	3	9
O=C(CSc1ncnc2c1cnn2-c1ccccc1Cl)N1CCN(C(=O)c2ccco2)CC1 reads nt	-7	0	-1	41	1	nt	27

(continued)
33	C[C@H]1CN([C@@H](C)CO)C(=O)c2cc(NS(C)(=O)=O)ccc2O[C@H]1CN(C)Cc1ccc(C(F)(F)F)cc1
34	CN(Cc1cccc(F)c1)C(=O)c1ccc(S(=O)(=O)N2CCCCCC2)cc1
35	O=C(CC1CCCC1)Nc1nnc(C2CC2)s1
36	CC(=O)c1ccc(N2CCN(C3CCC(C(C)(C)C)CC3)CC2)cc1 (stereo not drawn)
37	COc1ccccc1C1CCN(C(=O)c2cccc([N+](=O)[O-])c2)CC1
38	N#C/C(=N\Nc1ccc(S(=O)(=O)N2CCCCC2)cc1)C(N)=S
39	CN(CC(=O)Nc1ccc(Cl)c(C(F)(F)F)c1)C(=O)C1CCCO1 (stereo not drawn)
40	CCC1Oc2ccc(C)cc2N(CC(=O)NCC2COc3ccccc3O2)C1=O (stereo not drawn)
Assay by compound	33	34	35	36	37	38	39	40
F508del corr	4.1	-0.1	nt	-1.7	-2.8	1.0	-1.7	0.7
GSIS activator	7	-31	9	-4	2	nt	-13	-22
miR122 inh	-4[16.7 µM]	nt	3	8	nt	?	2	4
Cneo AK release	-1	0	4	-1	nt	8	2	2
PGC1a acetyl inh	6	-5	4	7	-2	nt	-3	-9
PglD DTNB	0	1	-7	-1	nt	-7	4	0
FN deposition inh	nt	nt	-3	-4	-2	1	1	-9
Statin myotox sup	-12	15	-6	1	4	-8	20	-2

41	Cc1c(Cl)cccc1NC(=S)NCCc1ccccn1
42	O=C(Nc1ccc(F)cc1)N[C@H]1CC[C@@H](CCNC(=O)c2cc(Cl)cc(Cl)c2)O[C@@H]1CO
43	Cc1cc(C(=O)Nc2c(C)nn(Cc3ccccc3)c2C)on1
44	O=C(NCCc1cnc[nH]1)Nc1cccc(C(F)(F)F)c1
45	C[C@]12c3[nH]c4cc(-c5ccco5)ccc4c3CCN1C(=O)[C@@H](CC(=O)NCCN1CCOCC1)C[C@@H]2C(=O)N1CCCCC1
46	Cc1cc(C)c2cc(C#N)c(NCCOC(=O)c3ccccc3C)nc2c1
47	CN1CCN(C(=O)C[C@H]2C[C@@H]3c4cc(NC(=O)C5CCC5)ccc4O[C@@H]3[C@H](CO)O2)CC1
48	CC(C)NC(=O)Nc1ccc2c(c1)C(=O)N([C@H](C)CO)C[C@H](C)[C@H](CN(C)Cc1ccccc1)O2
Assay by compound	41	42	43	44	45	46	47	48
F508del corr	-1.3	1.2	-0.1	-4.2	-0.9	nt	-3.8	1.8
GSIS activator	0	-29	nt	20	-12	nt	15	10
miR122 inh	-6	nt	-3	2	0	nt	-1[16.7 µM]	-3[16.7 µM]
Cneo AK release	18	-2	2	-2	-3	4	12	4
PGC1a acetyl inh	4	1	1	4	nt	3	-7	9
PglD DTNB	-2	0	nt	-1	3	-2	-3	2
FN deposition inh	-13	nt	-5	0	5	nt	nt	nt
Statin myotox sup	2	6	-3	-7	-2	-26	2	17

49	Cc1ccc(S(=O)(=O)N(C)C)cc1NC(=O)C1CCN(C(=O)Nc2ccccc2)CC1
50	Cc1ccc(S(=O)(=O)Nc2ccc3c(c2)C(=O)N([C@H](C)CO)C[C@H](C)[C@@H](CN(C)Cc2ccc4c(c2)OCO4)O3)cc1
51	COc1cccc(CNC(=O)C2=Cc3cccc(OC)c3OC2)c1
52	CCCNC(=O)N1C[C@@H]2N[C@H](C1)C2c1ccc(-c2ccccc2C)cc1 (stereo partly drawn)
Assay by compound	49	50	51	52
F508del corr	-0.4	5.7	1.2	-2.2
GSIS activator	16	-6	17	-11&-5
miR122 inh	14	-2[16.7 µM]	3	nt
Cneo AK release	nt	0	0	nt
PGC1a acetyl inh	-3	-4	3	4
PglD DTNB	-1	-2	-2	nt
FN deposition inh	nt	nt	14	7&-2
Statin myotox sup	1	28	-6	nt
